Bioassay records as filed in PubChem.
RGS4 act: RGS4 potentiation or activation; HEK293 M3R/inducible RGS4, carbachol calcium flux Fluo4; active compounds read low; B-score at 10 µM; AID 463111; 310,000 compounds, 0.92% hits;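 active means B-score of the integrated calcium signal more than 4 SD below the library mean, with starting fluorescence not abnormally high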;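 further: negative B-score means reduced calcium response which marks RGS4 activation or potentiation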
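Material: M3R-expressing HEK293 line, RGS4 induced by doxycycline | Schedule: Overnight RGS4 induction, 30 min dye load 37 °C, 20 min compound RT | Measured by: Fluo4 fluorescence kinetic imaging of calcium | Read-out: Integrated calcium ratio converted to B score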
hERG rescue: shields human hERG channel from block by proarrhythmic agents. Q12809. CHO-hERG, FluxOR thallium flux, dofetilide IC70 present. activation (rescue from dofetilide block), less the hit threshold, % at 10 µM. 310,000 compounds, 0.51% hits. AID 1511;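 active means activation above the mean of controls blocked by dofetilide plus 5 SD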;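 further: thallium influx through hERG after potassium depolarization seen as dye fluorescence rise; in these data hits start at about 4.7%; inactives centre near -7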
Target sequence (Q12809 whole entry, looked up): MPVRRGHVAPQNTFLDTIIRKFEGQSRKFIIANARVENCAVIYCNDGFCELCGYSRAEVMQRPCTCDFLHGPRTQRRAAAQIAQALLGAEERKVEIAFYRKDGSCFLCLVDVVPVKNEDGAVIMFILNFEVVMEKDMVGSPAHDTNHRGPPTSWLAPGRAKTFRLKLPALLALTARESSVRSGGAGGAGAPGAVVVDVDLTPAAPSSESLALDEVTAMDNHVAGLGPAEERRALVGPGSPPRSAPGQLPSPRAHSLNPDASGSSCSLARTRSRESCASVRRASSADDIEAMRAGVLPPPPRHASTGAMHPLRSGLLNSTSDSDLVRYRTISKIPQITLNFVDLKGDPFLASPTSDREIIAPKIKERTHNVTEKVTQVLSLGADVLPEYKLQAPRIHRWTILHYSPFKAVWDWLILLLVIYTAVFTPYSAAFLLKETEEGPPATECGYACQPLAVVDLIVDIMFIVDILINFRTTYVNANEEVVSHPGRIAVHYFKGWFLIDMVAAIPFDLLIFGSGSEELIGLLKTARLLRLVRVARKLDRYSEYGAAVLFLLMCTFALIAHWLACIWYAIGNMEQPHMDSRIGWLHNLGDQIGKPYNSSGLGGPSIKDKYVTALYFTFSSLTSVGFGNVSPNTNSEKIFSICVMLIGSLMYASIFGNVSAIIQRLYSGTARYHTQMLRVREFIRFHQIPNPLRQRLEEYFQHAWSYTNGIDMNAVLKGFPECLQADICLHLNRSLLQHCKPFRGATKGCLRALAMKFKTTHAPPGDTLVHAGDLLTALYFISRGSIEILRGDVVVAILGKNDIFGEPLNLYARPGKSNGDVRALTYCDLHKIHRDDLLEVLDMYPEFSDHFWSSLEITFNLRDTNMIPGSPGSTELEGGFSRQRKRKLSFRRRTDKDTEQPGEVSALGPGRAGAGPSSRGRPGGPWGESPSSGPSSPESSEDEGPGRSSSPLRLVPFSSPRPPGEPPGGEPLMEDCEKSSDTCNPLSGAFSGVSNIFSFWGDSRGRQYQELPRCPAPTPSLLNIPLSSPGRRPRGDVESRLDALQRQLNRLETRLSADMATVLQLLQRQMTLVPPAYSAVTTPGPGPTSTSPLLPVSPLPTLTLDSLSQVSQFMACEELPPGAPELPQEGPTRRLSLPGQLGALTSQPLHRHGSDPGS
HDAC3 inhib: blocks human histone deacetylase 3; O15379; recombinant HDAC3, fluorogenic peptide/trypsin coupled, fluorescence; inhibition, % at 8.3 µM; 320,000 compounds, 0.15% hits; in the data active means inhibition above about 26%, passing the limit was not always enough; inconclusive means no clear call, values can overlap the other calls
KCNK3 inh: human KCNK3 channel inhibition, primary screen | CHO-KCNK3 thallium flux, FluxOR fluorescence; active compounds read low | B-score at 10 µM | 340,000 compounds, 0.84% hits | AID 602410;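 active means B-score under library mean minus 4 SD, starting fluorescence ratio at most library mean plus 5 SD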;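 further: more negative B-score means stronger inhibition of thallium flux through KCNK3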
KCNQ1 pot: potentiators or activators of human KCNQ1 potassium channel | P51787 | 310,000 compounds, 0.35% hits | CHO-K1 KCNQ1, thallium flux FluxOR fluorescence; active compounds read high | B-score at 10 µM | AID 2648;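 active means fluorescence ratio B-score, a plate-corrected score, at least three library SD, with initial intensity B-score within 5 SD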
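Medium – assay buffer, equal DMSO in all wells · Material – CHO-K1 cell line with stable KCNQ1 potassium channel expression · Signal – kinetic FluxOR thallium fluorescence, 10-s 1-Hz baseline, 110-s post-stimulus read · Compound – single concentration per compound, DMSO matched to controls · Schedule – 37 °C overnight plating, 90-min dark dye load, 20-min compound pretreatment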
KCNQ1 inh: inhibitors of human KCNQ1 potassium channel. CHO-K1 KCNQ1, FluxOR thallium flux fluorescence; active compounds read high. B-score at 10 µM. 310,000 compounds, 1.3% hits. AID 2642;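 active means compounds whose thallium flux B-score, printed positive for inhibition, exceeds three library SD while starting fluorescence stays within three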;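 further: channel opened by potassium depolarization with thallium stimulus after 20 min compound exposure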
GSK3B inh: blocks human GSK3beta kinase activity. P49841. GST-GSK3beta kinase, ADP-Glo luminescence, 60 min; active compounds read low. activity score (negative = inhibition), % at 10 µM. 300,000 compounds, 0.038% hits;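 active means more than half of replicate wells score below -50%, meaning over 50% inhibition versus plate controls; inconclusive means some replicates but at most half score below -50%; inactive means no replicate scores below -50%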;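 further: 0% = median DMSO wells and -100% = median GW8510 positive control wells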
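Test system: GST-tagged human GSK3beta kinase, cell-free; evaluation: activity score scaled between in-plate DMSO and GW8510 controls; measured by: ADP-Glo luminescence; incubation: 60 min reaction, RT; benchmarks: DMSO and 20 µM GW8510; reagent: peptide substrate plus 25 µM ATP (final); medium: Tris/MgCl2 kinase buffer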
DYRK1A inh: Dyrk1A (rat) kinase inhibition; Q63470; ADP-Glo luminescence, NFATc1 peptide; inhibition, % at 12.5 µM; 310,000 compounds, 0.43% hits; AID 504441; in the data active means inhibition above about 50%;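 further: plate controls were vehicle with enzyme for no effect and no enzyme for full effect; many of its hits are not listed in these tables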
KCNK9 block: inhibitors of human KCNK9 two-pore domain potassium channel; Q9NPC2; HEK293 KCNK9, FluxOR thallium flux fluorescence; active compounds read low; B-score at 10 µM; 310,000 compounds, 1.2% hits; AID 488922;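 active means ratio B-score over 3 SD below the library mean, with starting fluorescence within 5 SD of its mean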;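 further: negative B-score means less thallium flux so channel inhibition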
GSK3 alpha inh: inhibitors of human GSK-3 alpha kinase. inhibition, % at 10 µM. 320,000 compounds, 0.1% hits. P49840. ADP-Glo luminescence, 60 min;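 in the data active means inhibition above about 50%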;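 further: GST-tagged GSK-3 alpha with peptide substrate and 25 µM ATP; 0% = DMSO neutral wells and 100% = GW8510 positive control wells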
PolyA inhibitor: yeast polyadenylation inhibition. S. cerevisiae SKY197-pL101 polyadenylation reporter, beta-gal luminescence; efflux-impaired pdr1/pdr3 knockout yeast; score 100 = 6 SD above DMSO. calls only at 12 µM. 300,000 compounds, 0.02% hits;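 active means lowest replicate activity score at least 50, where 100 means six control SD above control mean; inconclusive means lowest score under 50 but half or more replicates reach 50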;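 further: yeast exposed to compound for 9 h at 30 °C; higher score means more reporter readthrough which indicates perturbed polyadenylation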
* marks the source's active call; other numbers are inactive results; i = inactive; ? = inconclusive; nt = not tested or not shown. The list is partial; count on the stated rates, not on these rows.

SMILES	RGS4 act	hERG rescue	HDAC3 inhib	KCNK3 inh	KCNQ1 pot	KCNQ1 inh	GSK3B inh	DYRK1A inh	KCNK9 block	GSK3 alpha inh	PolyA inhibitor
CC1(OC(=O)C2CCCC2)C(=O)C=C2C=C(c3ccsc3)N(c3ccccc3)C=C2C1=O (centres undefined)	i	-3	-3	i	i	i	1	-12	i	0	nt
O=C(CS(=O)(=O)c1ccccc1)c1ccc2c(c1)OCCO2	i	-5	7	i	i	i	3	2	i	-1	i
CCc1noc(C)c1C(=O)NCCN1C(=O)S/C(=C\c2ccc(OC)cc2)C1=O	i	-15	5	i	i	i	0	2	i	-1	i
Cc1cccc(NS(=O)(=O)c2nnc(NC(=O)c3ccccc3F)s2)c1	i	-10	nt	i	i	i	1	-3	i	-4	i
CN1C[C@@H]2C[C@@H](C3=Cc4cc(Cl)ccc4OC3)N3CCC[C@@]23C1=O	i	-11	?	i	i	i	-3	-2	i	1	i
N#C/C(=C\c1c(N2CCN(c3ccccc3)CC2)nc2ccccn2c1=O)C(N)=O	i	-14	-16	i	i	i	5	5	i	-1	i
Cc1cccc(NC(=S)N(CCCN2CCCC2)Cc2cccn2Cc2ccc(Cl)cc2)c1	i	-23	4	i	i	i	0	4	i	1	i
O=C(CSc1nc2cc(Cl)ccc2o1)N1CCOCC1	i	-11	11	i	i	i	2	21	i	-1	i
COc1ccc(/C=C2\SC(=S)N(C(Cc3ccccc3)C(=O)O)C2=O)cc1 (centres undefined)	i	-15	nt	i	i	i	8	3	i	nt	i
O=C(COc1ccc(Cl)cc1)Nc1ccc2[nH]ncc2c1	i	-6	1	i	i	i	-1	15	i	1	i
CCOC(=O)c1ccc(NC(=O)CSc2nnc(-c3cccs3)n2CC)cc1	i	-6	5	i	i	i	2	0	i	1	i
CN(C)CCN(C(=O)c1ccc2c(c1)CCCC2)c1nc2cc3c(cc2s1)OCCO3	i	-12	9	i	i	11*	-1	0	i	-1	i
CCOCCOC(=O)C1=C(C)N(C)C(=O)NC1c1cc(Cl)c(O)c(OC)c1 (centres undefined)	i	-9	10	i	i	i	3	-2	i	4	i
N#CCC(=O)N/N=C/c1cn(Cc2ccc(Cl)c(Cl)c2)c2ccccc12	i	-4	-6	i	i	i	-3	4	i	-2	i
Cc1cc(C)c(S(=O)(=O)NCC(=O)NCc2ccco2)c(C)c1	i	-5	-10	i	i	i	-5	-1	i	7	i
CCSc1nnc(NC(NC(=O)c2ccco2)(C(F)(F)F)C(F)(F)F)s1	i	-4	-13	i	i	i	0	3	i	-2	i
O=c1oc2c3c4c(cc2c(C(F)(F)F)c1CCN1CCOCC1)CCCN4CCC3	i	-38	-3	i	i	7*	2	-1	-7.8*	-2	i
COc1ccc(CN(C)C(=O)c2ccc(OCC(=O)Nc3cccc(C(F)(F)F)c3)c(OC)c2)c(OC)c1	i	-10	-1	i	i	i	5	-5	i	-1	i
O=C1OCC2=C1C(c1ccc(Cl)cc1)CC(=O)N2c1ccc(F)cc1 (centres undefined)	i	-6	-10	i	i	i	-22	nt	i	-4	i
Cc1cccc(C)c1NC(=O)NCCSc1snnc1C	i	-2	1	i	i	i	2	0	i	0	i
CC(=O)NCC(=O)OC(C(=O)c1ccccc1)c1ccc(Cl)cc1 (centres undefined)	i	-13	3	i	i	i	2	11	i	-2	i
COc1cccc2cc(C(=O)NCc3ccc(Cl)cc3)c(=O)oc12	i	-7	7	i	i	i	3	-4	i	-3	i
CC1(C)CC(=O)c2cc(C(=O)NCc3ccco3)c(=O)n(-c3ccccc3)c2C1	i	-4	-1	i	i	i	-2	10	i	0	i
Clc1cccc(-c2noc3ncnc(Nc4ccc5c(c4)OCO5)c23)c1	i	-12	3	i	i	i	2	0	i	-1	i
COc1ccc(NC(=S)N/C(=N/CS(=O)(=O)c2ccccc2)c2ccccc2)cc1	i	-14	2	i	i	i	-1	nt	i	-5	i

Entries listed so far that contain an aryl thioether with sulfur outside any ring, in the order listed:
SMILES	RGS4 act	hERG rescue	HDAC3 inhib	KCNK3 inh	KCNQ1 pot	KCNQ1 inh	GSK3B inh	DYRK1A inh	KCNK9 block	GSK3 alpha inh	PolyA inhibitor
O=C(CSc1nc2cc(Cl)ccc2o1)N1CCOCC1	i	-11	11	i	i	i	2	21	i	-1	i
CCOC(=O)c1ccc(NC(=O)CSc2nnc(-c3cccs3)n2CC)cc1	i	-6	5	i	i	i	2	0	i	1	i
CCSc1nnc(NC(NC(=O)c2ccco2)(C(F)(F)F)C(F)(F)F)s1	i	-4	-13	i	i	i	0	3	i	-2	i
Cc1cccc(C)c1NC(=O)NCCSc1snnc1C	i	-2	1	i	i	i	2	0	i	0	i

Among those listed so far, these contain a CF3 group.
SMILES	RGS4 act	hERG rescue	HDAC3 inhib	KCNK3 inh	KCNQ1 pot	KCNQ1 inh	GSK3B inh	DYRK1A inh	KCNK9 block	GSK3 alpha inh	PolyA inhibitor
CCSc1nnc(NC(NC(=O)c2ccco2)(C(F)(F)F)C(F)(F)F)s1	i	-4	-13	i	i	i	0	3	i	-2	i
O=c1oc2c3c4c(cc2c(C(F)(F)F)c1CCN1CCOCC1)CCCN4CCC3	i	-38	-3	i	i	7*	2	-1	-7.8*	-2	i
COc1ccc(CN(C)C(=O)c2ccc(OCC(=O)Nc3cccc(C(F)(F)F)c3)c(OC)c2)c(OC)c1	i	-10	-1	i	i	i	5	-5	i	-1	i

More records.
SMILES	RGS4 act	hERG rescue	HDAC3 inhib	KCNK3 inh	KCNQ1 pot	KCNQ1 inh	GSK3B inh	DYRK1A inh	KCNK9 block	GSK3 alpha inh	PolyA inhibitor
Cc1ccc(CN2CCN(Cc3cc4ccccc4o3)CC2CCO)cc1 (centres undefined)	i	3	3	i	i	i	1	nt	i	-3	i
Cc1nc2ccccc2nc1OCc1ccccc1	i	-4	-3	i	i	i	-4	1	i	0	i
CC1(C)CC(=O)C/C(=N\NC(=O)C2CC2c2ccccc2)C1 (centres undefined)	i	-18	4	i	i	i	1	5	i	-1	i
N=C(N)Sc1nc(N2CCCCC2)nc(N2CCCCC2)n1	i	-5	-1	i	i	i	5	0	i	-3	i
CCN(CC)S(=O)(=O)c1ccc(N2C(=O)CC2(/C=C/c2ccccc2)C(=O)NC2CCCC2)cc1 (centres undefined)	i	-9	?	i	i	i	1	1	i	-1	i
Nc1nonc1OCCc1ccccc1	i	-3	-2	i	i	i	-21	-4	i	nt	i
O=C(NC1CC1)C1=C[C@@H](c2ccccc2)C[C@@H](OCc2ccc(CO)cc2)O1	i	-13	-9	i	i	i	0	5	i	-2	i
COc1ccccc1CN1CCN(S(=O)(=O)c2ccccc2)CC1	i	2	-3	i	i	i	0	-2	i	-3	i
CCC1(C)Cc2c(sc3nc(SC)nc(NCCN(C)C)c23)CO1 (centres undefined)	i	-20	0	i	i	i	2	0	i	-2	i
CCn1c(SCC(=O)NCc2ccco2)nc2c1c(=O)n(C)c(=O)n2C	i	-12	0	i	i	i	17	4	i	-3	i
c1ccc(CNCCC(Cc2ccccc2)c2ccco2)cc1 (centres undefined)	i	-14	8	i	i	i	-11	-4	i	-1	i
Cc1nc2nc(-c3ccc(Cl)cc3)[nH]n2c(=O)c1Cc1ccccc1	i	-6	-1	i	i	i	-1	5	i	0	i
O=C(CSc1ccccc1)Nc1ccccc1C(=O)N1CCCC1	i	-11	-3	i	i	i	2	0	i	2	i
Cn1c(=O)c(C(=O)COc2ccc(F)cc2Cl)c(N)n(Cc2ccccc2)c1=O	i	-16	1	i	i	i	-1	10	i	-1	i
NC(=O)c1nsc(C(=O)N(Cc2cccnc2)C(C(=O)NC2CCCCC2)c2ccc(F)cc2)c1N (centres undefined)	i	-6	0	i	i	i	-4	-10	i	1	i
Cc1ccc(N(C(=O)CNC(=O)c2ccco2)C(C(=O)NC2CCCC2)c2ccncc2)cc1 (centres undefined)	i	-9	-6	i	i	i	-1	-9	i	-1	i
CCOc1cc(C2C(C(=O)c3ccc(C)o3)=C(O)C(=O)N2CCc2ccccc2)ccc1O (centres undefined)	i	1	5	i	i	i	2	2	i	1	i
CC(C)C(=O)Nc1cc(S(=O)(=O)Nc2ccc(Cl)cc2)ccc1Cl	i	-8	-2	i	i	i	1	-2	i	4	i
CC1(C)CC(NC(=O)c2ccc(Cl)c(S(=O)(=O)N(Cc3ccccc3)c3ccccc3)c2)CC(C)(C)N1	i	-33	2	i	i	i	-7	2	i	10	i
CN(C(=O)COC(=O)c1ccccc1SCC(=O)N1CCCC1)c1ccccc1	i	-6	5	i	i	i	-1	-2	i	1	i
Cc1cccc(N2CCN(C(=O)CCNS(=O)(=O)c3ccc4c(c3)oc(=O)n4C)CC2C)c1 (centres undefined)	i	-14	-3	i	i	i	-5	1	i	-1	i
COc1ccccc1Nc1nn2c(=O)c3ccc(C(=O)N4CCC(C)CC4)cc3nc2s1	i	-14	5	i	i	i	1	nt	i	nt	i
CCn1c(=O)n(CC)c2cc(S(=O)(=O)N3CCCCC3)c(C)cc21	i	-8	-10	i	i	i	2	-4	i	11	nt
Cc1cc(C(=O)NC2CC2)c2ccccc2n1	i	-2	-7	i	i	i	-1	nt	i	0	i
CC(C)C(CCN1C(=O)CCC1=O)C1CCOC(C)(C)C1 (centres undefined)	i	-3	0	i	i	i	1	3	i	1	i
Carrying on:
SMILES	RGS4 act	hERG rescue	HDAC3 inhib	KCNK3 inh	KCNQ1 pot	KCNQ1 inh	GSK3B inh	DYRK1A inh	KCNK9 block	GSK3 alpha inh	PolyA inhibitor
CCCC(=O)C1CCN(Cc2ccccc2)CC1	i	-9	5	i	i	i	5	0	i	-2	i
CC(=O)NN1C(=O)c2ccccc2NC1c1ccccc1O (centres undefined)	i	-4	-13	i	i	i	0	-2	i	-1	i
Cc1ccc(Nc2ncnc3c2nnn3Cc2ccccc2)cc1	i	-7	12	i	i	i	7	nt	i	-3	i
O=C(CCNC(=O)c1ccccc1Cl)Nc1cc(S(=O)(=O)N2CCOCC2)ccc1N1CCOCC1	i	-17	4	i	i	i	-1	-3	i	-2	i
NC(=O)c1ccccc1NS(=O)(=O)Cc1ccc(Cl)cc1	i	-7	2	i	i	i	-1	-15	i	-4	i
CCOC1CCc2c(C)nc(N)nc2S1 (centres undefined)	i	-5	-3	i	i	i	3	-5	i	0	i
CCc1c(C)nc2ncnn2c1Nc1ccc(C(C)=O)cc1	i	-6	9	i	i	i	1	-1	i	-2	i
